TRb SRC2 PPI: qHTS for Inhibitors of the Interaction of Thyroid Hormone Receptor and Steroid Receptor Coregulator 2; Thyroid hormone receptor beta (Homo sapiens), P10828; TRbeta-SRC2 peptide binding, fluorescence polarization; receptor liganded with 1 µM T3; Potency, µM (highest dose often 106 µM), for the others: at the top dose activity change, negative = inhibition, most hits filed as inhibitors; 0.065% of 280,000 active;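 note: plate controls were bound peptide for no effect and peptide without receptor for full effect; nearly all actives have a fitted effect of over 50% in size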
Target sequence (P10828 whole entry, looked up): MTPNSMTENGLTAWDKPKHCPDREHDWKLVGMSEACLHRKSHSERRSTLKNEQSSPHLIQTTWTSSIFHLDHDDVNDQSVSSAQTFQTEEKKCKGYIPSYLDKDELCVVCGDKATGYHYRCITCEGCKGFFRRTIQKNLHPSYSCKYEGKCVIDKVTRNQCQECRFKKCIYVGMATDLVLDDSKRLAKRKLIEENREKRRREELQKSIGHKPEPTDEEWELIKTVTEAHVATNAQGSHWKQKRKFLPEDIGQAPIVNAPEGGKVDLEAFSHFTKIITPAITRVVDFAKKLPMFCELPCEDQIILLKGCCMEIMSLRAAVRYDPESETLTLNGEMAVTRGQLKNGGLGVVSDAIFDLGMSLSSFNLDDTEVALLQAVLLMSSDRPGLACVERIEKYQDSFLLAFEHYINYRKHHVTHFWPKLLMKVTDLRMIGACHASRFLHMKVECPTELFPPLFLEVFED
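Fluorescence polarization of 20 nM Texas Red SRC2 peptide with 0.6 uM human TRb ligand-binding domain, in Tris buffer with 1uM T3 and 5% DMSO. Incubated 5 hr ambient; normalized to unbound and bound controls.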
GLA spleen mod: qHTS Assay for Inhibitors and Activators of Human alpha-Galactosidase From Spleen Homogenate; Potency, µM (series often up to 80 µM), inactives show at the highest dose activity change, negative = inhibition, usual class: inhibitors; human spleen homogenate, 4MU-alpha-Gal fluorescence, 40 min; 0.008% of 240,000 active; Alpha-galactosidase A (Homo sapiens), P06280;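 note: 0% = enzyme with vehicle and -100% = no enzyme basal signal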
Target sequence (P06280 32-429 limits assumed): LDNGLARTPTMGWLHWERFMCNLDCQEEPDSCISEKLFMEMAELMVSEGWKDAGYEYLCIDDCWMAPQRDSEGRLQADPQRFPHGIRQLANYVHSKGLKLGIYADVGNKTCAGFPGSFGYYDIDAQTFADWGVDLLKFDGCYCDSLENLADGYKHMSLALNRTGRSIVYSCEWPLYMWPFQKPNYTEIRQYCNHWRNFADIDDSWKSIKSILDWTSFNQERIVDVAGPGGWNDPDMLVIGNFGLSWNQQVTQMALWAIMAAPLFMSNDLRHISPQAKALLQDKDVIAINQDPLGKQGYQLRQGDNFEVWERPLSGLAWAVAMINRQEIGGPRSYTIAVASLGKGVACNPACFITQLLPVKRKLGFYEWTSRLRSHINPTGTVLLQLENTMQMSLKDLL
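Human spleen homogenate (1 ug) as enzyme source, 4-methylumbelliferyl-alpha-D-galactopyranoside 1 mM final, citrate/phosphate pH 5.0 with 0.01% Tween-20. Compounds 40 min at 37C, NaOH/glycine stop; fluorescence Ex 365/Em 440, Hill-fit AC50.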
Tau fibril FP: qHTS for Inhibitors of Tau Fibril Formation, Fluorescence Polarization; 0.39% of 280,000 active; K18 P301L tau heparin fibrillization, Alexa594 FP, 6 h; Potency, µM (doses to about 57.7 µM), for inactives: at the top dose activity, negative = inhibition, hits mostly inhibitors; AID 1468, 2008; Microtubule-associated protein tau (Homo sapiens), P10636; note: nearly all actives have a fitted effect of over 55% in size
Target sequence (P10636 561-689 P618L limits assumed): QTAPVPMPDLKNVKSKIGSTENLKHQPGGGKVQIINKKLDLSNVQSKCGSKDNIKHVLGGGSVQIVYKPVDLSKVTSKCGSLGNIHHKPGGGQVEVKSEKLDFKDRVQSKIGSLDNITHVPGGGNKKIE
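FP of Alexa 594-tau after heparin (20 uM) induction. Substrate: human K18 P301L, 15 uM unlabeled, 0.24 uM labeled. Buffer 100 mM sodium acetate pH 7. 6 hr, 37 C.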
Tau fibril ThT: qHTS for Inhibitors of Tau Fibril Formation, Thioflavin T Binding; Microtubule-associated protein tau (Homo sapiens), P10636; recombinant tau K18 P301L, heparin-induced fibrillization, ThT fluorescence; Potency, µM (doses to about 57.4 µM), inactives show top-dose activity, negative = inhibition, hits mostly inhibitors; 2.1% of 270,000 active; AID 1460, 2008; note: nearly all actives have a fitted effect of over 55% in size
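In this qHTS, human K18 P301L tau is incubated with compound and heparin for 6 hr at 37 C, and Thioflavin T fluorescence then reports fibril load.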
L3MBTL1 block: qHTS Assay for the Inhibitors of L3MBTL1 | 0.66% of 230,000 active | Potency, µM (titrated, usually from 57.1 µM), for inactives: top-dose activity, negative = inhibition, hits mostly inhibitors | AlphaScreen L3MBTL1–H3K9me1 peptide binding | Lethal(3)malignant brain tumor-like protein 1 (Homo sapiens), Q9Y468; note: nearly all actives have a fitted effect of over 60% in size
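L3MBTL1 (50 nM) pre-complexed 30 min with biotinylated H3(1-15)K9me1 peptide (75 nM), then compounds added for 30 min at room temperature; AlphaScreen streptavidin donor/nickel chelate acceptor beads (10 ug/mL final) read after 30 min dark incubation.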
TexasRed fluor: Total Fluorescence Counterscreen for Inhibitors of the Interaction of Thyroid Hormone Receptor and Steroid Receptor Coregulator 2 | Potency, µM (doses to about 106 µM), without a hit: at the highest dose fluorescence change, negative = quenching | TRb/SRC2 Texas Red total fluorescence interference | 0.29% of 280,000 active | AID 1479, 2009; active = well fitted curve in either direction with a large enough effect; inconclusive = small, poorly fitted or top-dose-only effect
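Human TRb ligand-binding domain at 0.6 uM with 20 nM Texas Red SRC2 peptide in Tris buffer containing 1 uM T3 and 5% DMSO, incubated with compound 5 h at ambient temperature. Total fluorescence (555/632 nm) calculated as parallel + 2 × perpendicular.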
Tau fluor counter: Counterscreen qHTS for Inhibitors of Tau Fibril Formation, Fluorescence Polarization; tau K18 P301L (four-repeat tau fragment) Alexa594 fluorescence, heparin fibrillization; Potency, µM (doses to about 57.7 µM), for inactives: top-dose activity change, negative = decrease; 0.93% of 280,000 active; AID 1463, 2008; note: nearly all actives have a fitted effect of over 55% in size
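Human K18 P301L tau (15 uM unlabeled plus 0.24 uM Alexa 594-labeled, final) in 100 mM sodium acetate pH 7 was mixed with compound and 20 uM heparin and incubated 6 hr at 37 C.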
ALDH1A1 inh: qHTS Assay for Inhibitors of Aldehyde Dehydrogenase 1 (ALDH1A1). Potency, µM (titrated, usually from 75.3 µM), for the others: top-dose activity, negative = inhibition, usual class: inhibitors. Purified ALDH1A1, NADH fluorescence, propionaldehyde substrate. 7.3% of 220,000 active. Aldehyde dehydrogenase 1A1 (Homo sapiens), P00352; active = well fitted inhibition curve with a large enough effect, not every such curve was filed as active; inconclusive = small, poorly fitted or top-dose-only effect, or another doubt; inactive = no such curve, though single readings can be large or run the other way;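 note: plate controls were no enzyme wells and a reference inhibitor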
* marks the source's active call; other numbers are inactive results; ? = inconclusive; · = no result given; [ ] = remark or other dose. Unless noted, calls come from the whole dose curve; as a rule, active = well fitted curve in the direction sought with a large enough effect; inconclusive = small, poorly fitted or top-dose-only effect, or another doubt; inactive = no such curve, though single readings can be large; an effect the other way counts as inactive or inconclusive. Unless noted, % is set by controls: 0 for no effect and ±100 for the full control effect; potency is the fitted concentration of half-maximal effect.

molecule	Tau fibril ThT	Tau fluor counter	ALDH1A1 inh	TexasRed fluor	GLA spleen mod	Tau fibril FP	L3MBTL1 block	TRb SRC2 PPI
Cc1ccc(S(=O)(=O)CCCS(=O)(=O)c2ccc(C)cc2)cc1	-4%	-3%	?	-4%	-15%	1%	-7%	-3%
COc1ccc(-n2c(SCC(=O)Nc3ccc4c(c3)OCO4)nnc2C(C)N2CCCCC2)cc1 (centres undefined)	-7%	-17%	7%	0%	-5%	3%	-9%	5%
Cc1ccccc1-n1c(SC(C)C(N)=O)nnc1-c1cccnc1 (centres undefined)	0%	0%	0%	0%	5%	2%	-1%	11%
CCCCN(Cc1ccccc1)C(=O)C1CCN(S(=O)(=O)c2c(C)noc2C)CC1	3%	-3%	8%	-2%	-8%	13%	·	6%
COc1ccc(-c2cc3nc(C4CCN(C(=O)OC(C)(C)C)CC4)c(C(=O)Nc4cc(Cl)cc(Cl)c4)cn3n2)cc1	-1%	-2%	·	0%	·	-9%	·	1%
Nn1c(SCC(=O)Nc2nc3ccccc3s2)nncc1=O	?	-16%	-3%	-4%	-21%	-2%	-15%	6%
CC(NC(=O)CSc1nc(=O)cc(N)n1CCc1ccccc1)c1ccccc1 (centres undefined)	-14%	-6%	7%	-2%	1%	0%	2%	4%
COc1ccc(NC(=O)N2CCCc3cccc(C)c32)cc1	-11%	-14%	-4%	0%	-13%	8%	49%[activator]	-7%
CN(C)CCNc1cc(-c2ccncc2)nc2ccccc12	4%	9%	?	-5%	6%	11%	0%	-1%
O=C(CSc1ccc(-c2ccco2)nn1)c1cccc([N+](=O)[O-])c1	?	-21%	22µM*	-2%	-9%	-8%	-12%	9%
N#C/C(=C\c1ccccc1)C(=O)NCCN1CCOCC1	-6%	-1%	0%	-2%	2%	5%	2%	-5%
O=S(=O)(NCc1cc(-c2ccccc2Cl)no1)c1ccccc1	-9%	-13%	-3%	-4%	8%	-4%	-1%	-6%

Two of these compounds in a different format:
Nn1c(SCC(=O)Nc2nc3ccccc3s2)nncc1=O
- Tau fibril ThT: ?
- Tau fluor counter: -16%
- ALDH1A1 inh: -3%
- TexasRed fluor: -4%
- GLA spleen mod: -21%
- Tau fibril FP: -2%
- L3MBTL1 block: -15%
- TRb SRC2 PPI: 6%

COc1ccc(-n2c(SCC(=O)Nc3ccc4c(c3)OCO4)nnc2C(C)N2CCCCC2)cc1 (centres undefined)
- Tau fibril ThT: -7%
- Tau fluor counter: -17%
- ALDH1A1 inh: 7%
- TexasRed fluor: 0%
- GLA spleen mod: -5%
- Tau fibril FP: 3%
- L3MBTL1 block: -9%
- TRb SRC2 PPI: 5%

Additional structures follow.
molecule	Tau fibril ThT	Tau fluor counter	ALDH1A1 inh	TexasRed fluor	GLA spleen mod	Tau fibril FP	L3MBTL1 block	TRb SRC2 PPI
COc1ccccc1-c1ccc(NC2CCCC2)nn1	-8%	0%	0%	-5%	18%	-5%	-6%	-22%
Cc1c(NC(=S)NC(=O)c2sc3ccccc3c2Cl)cccc1C(=O)O	?	-1%	25µM*	-2%	1%	-5%	-3%	-1%
CCN(CC)c1nc(SCCOC(=O)Nc2ccccc2)nc(N(CC)CC)n1	-15%	-25%	-5%	0%	9%	?	42%[activator]	-3%
O=C1c2cccc3c([N+](=O)[O-])ccc(c23)C(=O)N1c1ccccn1	-1%	-4%	5%	-4%	13%	-2%	-26%	7%
CC1(C)Cc2c(C#N)c(N3CCOCC3)nc(-c3ccccc3)c2CO1	-1%	2%	?	-2%	11%	6%	13%	-3%
CSc1nnc(NC(=O)C2CCCCC2)s1	2%	1%	3%	1%	1%	-1%	5%	-2%
CCOC(=O)c1ccc(Nc2ccc(-c3ccc(OC)c(OC)c3)nn2)cc1	?	?	-4%	0%	-3%	-1%	2%	1%
Fc1ccccc1N1CCN(c2ncc3c(n2)CCN(Cc2ccc(Br)s2)C3)CC1	-11%	-1%	·	2%	·	9%	·	-16%
Cc1cc(NC(=O)COC(=O)COc2cccc3c2OC(C)(C)C3)no1	-12%	-12%	-1%	-2%	6%	-9%	-2%	-2%
CCOCc1nnc(NC(=O)c2cc(OC)c(OC)cc2[N+](=O)[O-])s1	-3%	1%	1%	2%	10%	-3%	6%[11.4 µM]	5%
CCCn1c(SCC(=O)NC(C)(C)C)nnc1-c1ccco1	-7%	1%	-1%	-2%	0%	2%	6%	-4%
O=C(Cc1nc(-c2ccc([N+](=O)[O-])cc2)cs1)Nc1ccccc1	?	2%	8.9µM*	·	-1%	9%	-7%	·
O=C(Cc1ccc2c(c1)CCCC2)Nc1ccccc1Br	?	-18%	-11%	0%	-5%	-13%	3%	-8%
Cc1cc(NC(=O)Cn2cnc3c(nnn3-c3cccc(F)c3)c2=O)no1	-2%	1%	5%	3%	6%	-6%	·	-4%
Cc1ccc(C(=O)N(Cc2ccc(N(C)C)cc2)Cc2ccco2)cc1	?	?	·	-12%	·	-5%	·	4%
C/C(=N\NC(=O)c1ccccc1Br)c1ccc(N2CCOCC2)cc1	?	-9%	-7%	-3%	4%	0%	11%	-2%
Cc1cc(C)c2nc(NC(=O)c3ccc4c(c3)OCO4)sc2c1	-7%	2%	?	-1%	6%	-6%	11%	-2%
Oc1c(N=NC(=S)Nc2ccccc2F)c2ccccc2n1Cc1ccc(F)cc1	?	?	16µM*	0%	-1%	9%	·	5%
O=C(CCn1cnc2ccccc2c1=O)Nc1ccc(Cl)c(Cl)c1	-6%	-8%	-8%	-4%	-1%	?	·	-6%
CCN(CC)/C(Sc1ccccc1)=C(\C(Cl)=C(Cl)Cl)[N+](=O)[O-]	-12%	-3%	?	0%	3%	-5%	·	-3%
Cc1ccc(C)n1-c1ccc(C(=O)Nc2ccccc2F)cc1	-18%	-10%	?	4%	1%	3%	·	2%
OC1CCN(C(=S)Nc2ccc(Oc3ccccc3)cc2)CC1	-8%	-19%	-9%	-4%	1%	-2%	-17%	-7%
Cc1cccc(-c2nsc(SCC(=O)c3ccc(Cl)cc3)n2)c1	?	-20%	?	?	7%	-13%	27%	-2%
CN(C)CCCOC(=O)COc1ccc(C(C)(C)C)cc1	1%	2%	-4%	1%	-1%	-2%	2%	-2%
CCN(CC)c1cccc(OC2=NS(=O)(=O)c3ccccc32)c1	-8%	-15%	22µM*	45µM*[fluorescent]	-3%	5%	-3%	40µM*
O=C(CCC1N=C2c3ccccc3N=C(SCc3cccc(F)c3)N2C1=O)NCc1ccc(F)cc1 (centres undefined)	-11%	-10%	·	-1%	·	8%	·	6%
CCS(=O)(=O)c1nc(S(=O)(=O)c2ccc(C)cc2)c(NC(C)c2ccccc2)s1 (centres undefined)	5%	-15%	·	-2%	·	-6%	·	11%
Cc1cc(C)cc(NC(=O)NCc2nnc(SCc3ccccc3)n2C)c1	-7%	-10%	-1%	-1%	-1%	7%	-5%	3%
COC(=O)NC(C)N1C(=O)C2C3C=CC(C3)C2C1=O (centres undefined)	3%	1%	-4%	-1%	3%	6%	·	0%
CC(C)CC(=O)NNC(=S)NCc1ccco1	-6%	-3%	-2%	-3%	0%	-8%	3%[11.4 µM]	-1%
O=C(Nc1cccc(NC(=O)c2ccc(Br)cc2)c1)c1ccccc1	-6%	-11%	·	6%	·	-12%	·	-5%
CCOC(=O)N1CCN(C(=O)c2cc(-c3ccc(F)cc3)[nH]c2C)CC1	-3%	-1%	4%	-3%	14%	7%	-2%	-8%
CS(=O)(=O)Nc1ccc(N2CCN(c3ccc(C(F)(F)F)cn3)CC2)nc1	-19%	-14%	·	1%	3%	1%	-8%	3%
CC(C)OCCCNC(=O)c1cc2c(s1)CS(=O)(=O)C2	-4%	1%	12%	0%	10%	0%	2%	-6%
CCc1ccccc1N1CC(c2nc3ccccc3n2CCCOc2ccc(Cl)cc2)CC1=O (centres undefined)	?	-16%	·	-3%	·	0%	·	7%
CCSc1nnc(-c2cccnc2)n1Cc1ccco1	-7%	-6%	-3%	0%	3%	-1%	-3%	-4%
COc1ccccc1Nc1nn2c(=O)c3ccc(C(=O)NC4CCCCC4)cc3nc2s1	0%	-10%	·	-3%	·	8%	·	2%
O=c1[nH]c(=S)c2ncn(-c3ccccc3)c2[nH]1	-8%	5%	25µM*	0%	4%	-7%	4%	-2%
Cc1cc(=O)[nH]c(NN=C2CCC(C(C)(C)C)CC2)n1 (centres undefined)	-10%	2%	?	-2%	-20%	6%	0%	-4%
CC1(C)S/C(=N/N=C/c2cccs2)NC1=O	-8%	-5%	-6%	0%	5%	0%	0%	-1%
COCCSc1nnc(NS(=O)(=O)c2ccc(C)cc2)s1	-8%	1%	-1%	-2%	-3%	-4%	10%	-5%
Cn1c(CCN2CCN(c3ccccc3)CC2)nc2cc(NC(=O)c3ccco3)ccc21	?	-9%	-1%	0%	5%	-1%	0%	2%
O=C(CCNC(=O)Cn1ccc2ccccc2c1=O)NCCC1=CCCCC1	-1%	-3%	-8%	0%	-14%	-5%	·	-5%
CC1(NC(=S)NCCCCCCNC(=S)NC2(C)CCS(=O)(=O)C2)CCS(=O)(=O)C1 (centres undefined)	6%	-9%	·	-1%	-5%	-1%	9%	-16%
Nc1cccnc1Sc1cccc(Cl)c1	8%	4%	?	2%	10%	-1%	-11%	3%
CC1=C2C(CCS2(=O)=O)CC2(C1)C(=O)OC(C)(C)OC2=O (centres undefined)	-9%	-3%	-4%	2%	-8%	-5%	?	-2%
Cn1nc(NC(=O)C2CCC2C(=O)O)c2c(F)cccc21 (centres undefined)	·	-17%	·	-1%	24%	-4%	·	-5%

Screening data deposited in PubChem by National Center for Advancing Translational Sciences (NCATS).
